Screens (PubChem)
FBW7 act: activators of human E3 ligase FBW7. AlphaScreen FBW7–phospho-cyclin E peptide binding, activator screen. Q969H0. AID 1259310. actives 0.13% (n = 650,000). normalized activity (activation), % at 26.1 µM; in the data active = normalized activity above about 1.9%;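 note: purified mutant Fbw7 with reduced substrate affinity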
Target sequence (Q969H0 whole entry, looked up): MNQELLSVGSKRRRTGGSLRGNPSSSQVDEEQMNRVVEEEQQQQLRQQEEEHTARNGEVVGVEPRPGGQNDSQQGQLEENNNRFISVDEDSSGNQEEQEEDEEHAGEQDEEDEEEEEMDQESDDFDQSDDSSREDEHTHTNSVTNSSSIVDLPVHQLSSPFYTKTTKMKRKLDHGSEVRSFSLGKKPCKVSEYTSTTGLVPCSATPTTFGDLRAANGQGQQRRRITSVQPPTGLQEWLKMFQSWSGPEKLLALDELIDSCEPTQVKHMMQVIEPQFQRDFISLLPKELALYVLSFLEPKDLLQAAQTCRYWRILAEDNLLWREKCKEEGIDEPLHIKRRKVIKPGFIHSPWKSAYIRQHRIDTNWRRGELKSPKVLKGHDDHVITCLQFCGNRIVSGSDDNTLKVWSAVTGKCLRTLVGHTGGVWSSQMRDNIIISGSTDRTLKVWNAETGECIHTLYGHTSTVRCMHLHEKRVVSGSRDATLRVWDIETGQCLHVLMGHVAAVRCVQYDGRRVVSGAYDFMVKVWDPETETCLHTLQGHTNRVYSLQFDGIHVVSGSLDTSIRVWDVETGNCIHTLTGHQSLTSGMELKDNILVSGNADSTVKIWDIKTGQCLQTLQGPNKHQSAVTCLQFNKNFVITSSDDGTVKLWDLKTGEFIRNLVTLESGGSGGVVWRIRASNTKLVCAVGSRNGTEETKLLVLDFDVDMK
TEAD-YAP inh: TEAD-YAP interaction inhibition; actives 1.4% (n = 640,000); AID 1259422; inhibition, % at 9.12 µM; HEK-TIYL cells, TEAD-Gal4/YAP UAS-luciferase luminescence; in the data active = inhibition above about 32%;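 note: 0% = median of test compound wells and 100% = reference inhibitor wells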
GPR151 ag: activators of human GPR151; Q8TDV0; PathHunter beta-arrestin GPR151 cells, luminescence; activation, % at 11.2 µM; actives 1% (n = 650,000); in the data active = activation above about 4.9%;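 note: 0% = median of compound wells and 100% = cells with positive control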
Target sequence (Q8TDV0 whole entry, looked up): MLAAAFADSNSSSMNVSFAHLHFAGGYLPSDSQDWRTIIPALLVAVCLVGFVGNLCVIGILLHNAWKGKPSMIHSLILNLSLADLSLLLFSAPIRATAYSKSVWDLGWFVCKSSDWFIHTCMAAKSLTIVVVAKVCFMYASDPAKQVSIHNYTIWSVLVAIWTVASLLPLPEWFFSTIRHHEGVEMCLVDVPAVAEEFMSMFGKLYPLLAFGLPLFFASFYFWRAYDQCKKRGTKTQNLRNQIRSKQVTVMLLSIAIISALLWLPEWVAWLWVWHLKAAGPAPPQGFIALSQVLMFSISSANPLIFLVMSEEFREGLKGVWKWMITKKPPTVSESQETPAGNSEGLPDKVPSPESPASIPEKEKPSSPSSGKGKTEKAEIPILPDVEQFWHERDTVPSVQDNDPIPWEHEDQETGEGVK
MITF primary: inhibitors of human MITF. inhibition, % at 2.6 µM. AlphaScreen MITF homodimerization, bead proximity signal. actives 0.91% (n = 650,000). O75030. AID 1259374; in the data active = inhibition above about 50%;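 note: 0% = vehicle wells with protein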
* marks the source's active call; other numbers are inactive results; & = joins results of further samples; ! = repeats disagree.

Order of results: TEAD-YAP inh | FBW7 act | MITF primary | GPR151 ag
- Cc1cccc(N=Cc2c(C)[nH]n(-c3ccc(Cl)cc3)c2=O)c1
  -11 | -0.2 | 1 | -1.8
- O=C(Nc1cccc(O)c1)c1cc2nc(-c3ccccc3)cc(-c3ccccc3)n2n1
  -2 | -0.1 | -8 | 1.2
- CCOC(=O)Cn1c(C)nc2c(C(=O)Nc3ccccc3)sc(C)c2c1=O
  8 | -0.1 | 1 | 1.6
- CC(C)c1cc(=O)oc2cc(OS(=O)(=O)c3ccc4c(c3)OCCO4)ccc12
  -1 | -0.1 | -4 | 3.8
- CN(Cn1nc2c(Cl)cc(Cl)cn2c1=S)C1CCCCC1
  0 | 0.0 | 10 | -0.3
- O=C(NCCCO)/C(=C\c1ccc(-c2cccnc2Cl)o1)NC(=O)c1ccccc1
  2 | -0.5 | -3 | -1.3
- CC1=C(C(=O)OCCc2ccccc2)C(c2ccc(Br)cc2)C2=C(CC(C)(C)CC2=O)N1 (stereo not given)
  4 | 0.0 | 1 | 0.9
- COC(=O)c1cccc(NC(=O)c2ccc(Cl)c([N+](=O)[O-])c2)c1
  -7 | 0.2 | 3 | 1.8
- O=C(N[C@H]1C[C@H]2C(=O)N[C@@H](CO)C(=O)N2C1)c1ccc(Cl)c(Cl)c1
  12 | 1.7 | 13 | 0.8
- CC(=O)NC(Nc1sc2c(c1C(N)=O)CCCC2)(C(F)(F)F)C(F)(F)F
  6 | 0.3 | 11 | 0.8
- COc1ccc(Cc2nnc(NC(C)=O)s2)cc1
  11 | 1.0 | 13 | -1.8
- COc1ccc2c(c1)c1c3n2CCN(Cc2ccccc2)C3=[N+](C)CC1
  42* | 0.0 | 1 | 2.9
- COC(=O)c1ccccc1NC(=O)c1cc(Cl)cc(Cl)c1OC
  6 | 0.1 | -2 | 1.4
- O=C(Cc1ccc(Br)cc1)Nc1nc2ccccc2s1
  -6 | 0.3 | 16 | 0.7
- COC(=O)c1nnn(-c2nc(N3CCCCC3)nc(N3CCCCC3)n2)c1C
  -1 | -0.1 | -5 | 0.5
- O=C(CC1(O)C(=O)N(Cc2ccccc2)c2ccccc21)c1ccc2c(c1)CCCC2 (stereo not given)
  4 | -0.3 | 1 | 1.8
- CCOC(=O)c1cnc2c(C)cc(Cl)cc2c1Nc1cccc(C)c1
  -8 | 0.1 | 16 | -0.4
- O=C(Nc1nncs1)c1cc(S(=O)(=O)N2CCCCC2)ccc1Cl
  -8 | -0.2 | -5 | -0.3
- COc1ccc(Cl)cc1-c1csc(CC#N)n1
  1 | 0.0 | -5 | 1.0
- O=C(O)c1cc(-c2ccc(/C=N/N3C(=O)C4C(C3=O)C3C=CC4C34CC4)o2)ccc1Cl (stereo not given)
  3 | 0.2 | 17 | -1.6
- CCOC(=O)c1cnc2c(OC)cccc2c1NCCOC
  42* | -0.2 | 0 | -0.6
- CC(C)(C)C1(c2ccccc2)N=C2C=CC=CN2C(=O)N1 (stereo not given)
  -42 | 0.1 | -7 | -0.1
- Cc1cc(C)c2nc(SCC(N)=O)c(C#N)cc2c1
  -3 | 0.1 | 11 | 0.9
- CCOC(=O)c1[nH]c(C)c(C(=O)Nc2ccc(C)cc2C)c1C
  51* | 0.1 | 10 | -0.4
- CC(C)C[C@@H]1NC(=O)[C@H]2CN(C(=O)c3ccc(OC(F)(F)F)cc3)CCN2C1=O
  3 | 0.2 | 13 | 0.5
- COC(CN=C1COc2cccnc2N1)OC
  6 | 0.2 | 10 | 1.8
- Cn1c(=NC(=O)CCc2ccccc2)sc2cc(S(C)(=O)=O)ccc21
  9 | 0.1 | 15 | -1.2
- O=C(NCCc1ccc(O)cc1)c1ccnc(-c2ccc3[nH]ccc3c2)c1
  2 | 0.0 | 6 | -1.5
- O=[N+]([O-])c1c(NCCCO)cc(N2CCN(c3ccccc3F)CC2)c2nonc12
  3 | -0.1 | 5 | 1.3
- O=C(NCCN1CCOCC1)c1cnc(-c2ccc(N3CCOCC3)nc2)s1
  -2 | -0.1 | -6 | 1.5
- CCCc1nc(N2CCCCC2)c(C#N)c2c1CCCC2
  -4 | 0.3 | 9 | 0.0
- Cc1ccc(O)c(CNc2ccc(Br)cn2)c1
  -79 | 0.0 | 7 | 3.0
- CCOc1ccc(C(=O)N2CCCC2)cc1OC
  -7 | -0.2 | -9 | 4.5
- CCOC(=O)C1=C(C)N=c2s/c(=C/c3cc(Br)cc(OC)c3O)c(=O)n2C1c1ccccc1 (stereo not given)
  8 | 0.1 | 9 | -0.5
- Cc1ccc(C)n1-c1nnc(N2CCCC(C(=O)NC(C)C)C2)s1 (stereo not given)
  5 | -0.2 | 9 | -0.2
- COCc1cc(C)n(CC(=O)Nc2ccc(Cl)cc2)c(=O)c1C#N
  1 | 0.6 | -1 | 0.1
- COc1ccc(-c2cc(C(=O)NCCc3ccc(O)cc3)ccn2)cc1
  4 | 0.0 | 2 | -0.6
- Cc1cc(-n2c(SCC(=O)NCC3CCCO3)nc3n[nH]c(C)c3c2=N)ccc1Cl (stereo not given)
  -7 | 0.3 | 8 | 1.0
- O=C(Cn1c2ccccc2c(=O)c2ccccc21)Nc1ccccc1Br
  8 | 0.0 | 10 | 0.0
- CCOC(=O)C1=C(C)N=c2s/c(=C/c3cc(I)c(O)c(OC)c3)c(=O)n2C1c1c(OC)ccc2ccccc12 (stereo not given)
  2 | -0.1 | 12 | -0.3
- COCCN1CCN(C(=O)c2ncoc2-c2ccccc2)CC1
  2 | 0.9 | -1 | 0.1
- CS(=O)(=O)N(CC(=O)Nc1cccc(Cl)c1)c1ccc(F)cc1
  7 | 1.2 | 6 | 4.6
- O=C(CCc1ccccc1)NCC(=O)N/N=C/c1cn[nH]c1-c1ccccc1
  10 | 0.1 | -16 | -1.0
- CC1CCc2nc(NC(=O)c3ccco3)sc2C1 (stereo not given)
  74* | 0.1 | -4 | -6.5
- COc1cccc(C(=O)Nc2ncc(S(=O)(=O)c3ccc([N+](=O)[O-])cc3)s2)c1
  -6 | 0.0 | 1 | 1.3
- O=C(Cc1ccc(F)cc1)Oc1coc(CSc2ncccn2)cc1=O
  8 | -0.1 | 11 | -1.4
- Cc1ccc(NC(=O)c2ccccc2C(=O)O)cc1
  -13 | 0.0 | -9 | 4.2
- Cc1cccc(NC(=O)CSc2nnc(C(C)C)n2C)c1
  -10 | 0.0 | 9 | -1.3
- CC(C)n1cnc2c(NCc3nc4ccccc4[nH]3)nc(N3CCN(Cc4ccc5c(c4)OCO5)CC3)nc21
  68* | -0.1 | 9 | -0.2
- CC1CCCCC1n1cnc2cc(C(=O)O)ccc21 (stereo not given)
  5 | -0.1 | 7 | -0.6
- CC1(C)CC2CC(C)(CN2/C=C/C(=O)C(F)(F)F)C1 (stereo not given)
  0 | -0.1 | 4 | -0.9
- CCS(=O)(=O)N1CCC(c2nc(-c3ccc(C)cc3)no2)CC1
  -26 | 0.3 | 23 | 0.3
- COCCn1c(=O)[nH]c2cc(C(=O)N3CCC(c4ccnc5ncnn45)CC3)ccc21
  -1 | 0.1 | 15 | 0.2
- CCC(C(=O)Nc1ccc(Cl)c(Cl)c1)(C(F)(F)F)C(F)(F)F
  3 | 0.1 | -5 | -0.5
- Cc1cc(C(F)F)n2ncc(C(=O)NCCc3ccccc3Cl)c2n1
  4 | 0.1 | -1 | 1.8
- O=C1CN(C(=O)COc2ccc(Cl)cc2)C(c2ccccc2)c2cc(F)ccc2N1 (stereo not given)
  0 | -0.1 | -11 | -0.4
- COc1ccccc1/C=N/NC(=O)C(=O)Nc1cccc2ccccc12
  4 | 0.1 | 10 | -0.5
- CCC(SC1=Nc2ccccc2C2=NC(Cc3ccccc3)C(=O)N12)C(=O)NCCCOC (stereo not given)
  -5 | -0.3 | -6 | -0.3
- O=C(c1ccncc1)N1CCN(C(=O)c2cccc(F)c2)CC1
  2 | 0.0 | -17 | 0.5
- O=C(Nc1cccc(C(F)(F)F)c1)c1ccc(F)c(S(=O)(=O)N2CCc3ccccc3C2)c1
  -3 | 0.1 | 10 | 1.4

Remaining list, next part:
Order of results: TEAD-YAP inh | FBW7 act | MITF primary | GPR151 ag
- COC(=O)CNc1n[nH]c(=O)[nH]c1=O
  7 | 0.0 | 0 | -0.2
- CC(=O)c1ccc(NC(=O)COc2cc(C)ccc2C(C)C)cc1
  -20 | -0.1 | -6 | -1.4
- COC(=O)c1ccc(C2C3=C(CC(c4ccccc4)CC3=O)Nc3ccccc3N2C(C)=O)cc1 (stereo not given)
  15 | 0.1 | 14 | 0.7
- CCOC(=O)N1CC=C2C(C#N)=C(N)C(C#N)(C#N)C(c3ccccc3OCC)C2C1 (stereo not given)
  3 | 0.6 | 4 | 0.5
- CC1=C(C(=O)OC2CCCCC2)C(c2ccc(Br)s2)NC(=O)N1 (stereo not given)
  -11 | 0.1 | 11 | -0.7
- O=C(N1CCN(c2ccccc2F)CC1)C1(S(=O)(=O)c2ccc(Cl)cc2)CC1
  2 | 0.0 | -2 | 0.6
- Cn1nc(-c2ccc(F)cc2)cc1C(=O)NCc1ccco1
  -9 | 0.2 | 9 | -0.5
- CCOC(=O)Cc1csc(NS(=O)(=O)c2ccc3c4c(cccc24)C(=O)N3CC)n1
  -7 | 0.1 | -20 | -0.8
- OCCN(CCO)c1ncnc2sc3c(c12)CCCC3
  -1 | -0.1 | 68* | -0.4
- O=C1CCC(N2CCCC3(CCCN(Cc4ccccc4)C3)C2)CCN1Cc1cccnc1 (stereo not given)
  -4 | 0.0 | -7 | 0.0
- COc1ccc(CNC(=O)c2cnn3c2NC(c2ccc(OC)c(OC)c2)CC3C(F)(F)F)cc1 (stereo not given)
  0 | 0.2 | -5 | 0.5
- Cc1ccccc1-n1c(=S)sc2c1nc(SCC(=O)NC1CCCCC1)n1c3ccccc3nc21
  7 | 0.0 | -7 | 0.0
- O=C(NCc1ccco1)C1(c2ccc([N+](=O)[O-])cc2)CCCC1
  1 | 0.0 | 5 | -0.3
- Cc1ccc(CN2CCN3C(=O)[C@H](CCCCN)NC(=O)[C@H]3C2)cc1
  -2 | -0.1 | 0 | -0.7
- O=C(Nc1ccc(S(=O)(=O)Nc2nccs2)cc1)c1sc2ccccc2c1Cl
  5 | 0.3 | 14 | -0.5
- CN(C)CCCOc1nn(Cc2ccccc2)c2ccccc12
  -10&4 | 0.1&0.6&-0.2 | 0&31&-6 | 6.2*!
- Cn1c(=O)c2c(nc(N3CCNCC3)n2Cc2ccc(F)cc2)n(C)c1=O
  -4 | -0.1 | -4 | 0.4
- O=C1N(Cc2ncccc2O)c2cc(C(F)(F)F)ccc2OC1(F)F
  -7 | 0.0 | 15 | 0.3
- C=C(C)CN(CC)C(=O)c1cn(C(C)C)cc(C(=O)NC(C)c2ccco2)c1=O (stereo not given)
  -11 | 0.0 | 17 | -1.9
- Cc1nc2scc(C)n2c1C(=O)N(C)CC1OCCO1
  1 | -0.3 | -5 | -0.6

20 structures from above, arranged by count of non-hydrogen atoms, rising.
Order of results: TEAD-YAP inh | FBW7 act | MITF primary | GPR151 ag
- COC(=O)CNc1n[nH]c(=O)[nH]c1=O
  7 | 0.0 | 0 | -0.2
- COc1ccc(Cl)cc1-c1csc(CC#N)n1
  1 | 0.0 | -5 | 1.0
- CCOc1ccc(C(=O)N2CCCC2)cc1OC
  -7 | -0.2 | -9 | 4.5
- Cc1cc(C)c2nc(SCC(N)=O)c(C#N)cc2c1
  -3 | 0.1 | 11 | 0.9
- OCCN(CCO)c1ncnc2sc3c(c12)CCCC3
  -1 | -0.1 | 68* | -0.4
- CN(Cn1nc2c(Cl)cc(Cl)cn2c1=S)C1CCCCC1
  0 | 0.0 | 10 | -0.3
- CCC(C(=O)Nc1ccc(Cl)c(Cl)c1)(C(F)(F)F)C(F)(F)F
  3 | 0.1 | -5 | -0.5
- O=C(NCc1ccco1)C1(c2ccc([N+](=O)[O-])cc2)CCCC1
  1 | 0.0 | 5 | -0.3
- COCc1cc(C)n(CC(=O)Nc2ccc(Cl)cc2)c(=O)c1C#N
  1 | 0.6 | -1 | 0.1
- Cn1c(=NC(=O)CCc2ccccc2)sc2cc(S(C)(=O)=O)ccc21
  9 | 0.1 | 15 | -1.2
- CC(=O)NC(Nc1sc2c(c1C(N)=O)CCCC2)(C(F)(F)F)C(F)(F)F
  6 | 0.3 | 11 | 0.8
- Cn1c(=O)c2c(nc(N3CCNCC3)n2Cc2ccc(F)cc2)n(C)c1=O
  -4 | -0.1 | -4 | 0.4
- COc1cccc(C(=O)Nc2ncc(S(=O)(=O)c3ccc([N+](=O)[O-])cc3)s2)c1
  -6 | 0.0 | 1 | 1.3
- CC(C)C[C@@H]1NC(=O)[C@H]2CN(C(=O)c3ccc(OC(F)(F)F)cc3)CCN2C1=O
  3 | 0.2 | 13 | 0.5
- Cc1cc(-n2c(SCC(=O)NCC3CCCO3)nc3n[nH]c(C)c3c2=N)ccc1Cl (stereo not given)
  -7 | 0.3 | 8 | 1.0
- COCCn1c(=O)[nH]c2cc(C(=O)N3CCC(c4ccnc5ncnn45)CC3)ccc21
  -1 | 0.1 | 15 | 0.2
- CC1=C(C(=O)OCCc2ccccc2)C(c2ccc(Br)cc2)C2=C(CC(C)(C)CC2=O)N1 (stereo not given)
  4 | 0.0 | 1 | 0.9
- O=C1CCC(N2CCCC3(CCCN(Cc4ccccc4)C3)C2)CCN1Cc1cccnc1 (stereo not given)
  -4 | 0.0 | -7 | 0.0
- Cc1ccccc1-n1c(=S)sc2c1nc(SCC(=O)NC1CCCCC1)n1c3ccccc3nc21
  7 | 0.0 | -7 | 0.0
- CCOC(=O)C1=C(C)N=c2s/c(=C/c3cc(I)c(O)c(OC)c3)c(=O)n2C1c1c(OC)ccc2ccccc12 (stereo not given)
  2 | -0.1 | 12 | -0.3
